C8 TRAIL sens – caspase-8 TRAIL sensitization; NB7+C8 cells + TRAIL, ATPlite viability luminescence; inhibition (viability loss, TRAIL sensitization), % at 10 µM; hit rate 1% among 360,000;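 active = compounds causing at least 50% loss of cell viability in the single-dose screen, relative to plate controls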
COUP-TFII inh – inhibitors of human COUP-TFII (NR2F2) | P24468 | hit rate 0.7% among 370,000 | HEK293T NGFI-A luciferase reporter, luminescence | inhibition, % at 8.6 µM;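 active = inhibition above a per-plate cutoff, mean inhibition of test wells between control levels plus 3 SD, cut at about 38% in these data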;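 also: cells cotransfected with COUP-TFII expression vector driving the NGFI-A reporter; 0% = median of COUP-TF2 test wells and 100% = reporter-only cells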
TWEAK Fn14 block – TWEAK-Fn14 signaling inhibition. hit rate 2% among 360,000. TWEAK-stimulated Fn14 reporter cells, luciferase luminescence, 8 h. AID 1159606. inhibition, % at 10 µM; in the data active = inhibition above about 50%
SRC1 inh – human NCOA1 inhibition; inhibition, % at 3.6 µM; HEK293 GAL4-SRC1 luciferase reporter, luminescence; hit rate 0.12% among 360,000;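 active = inhibition above the campaign mean plus 3 SD, with each screening campaign given its own cutoff, cut at about 60% in these data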;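 also: 0% = DMSO treated cells and 100% = gossypol at 36 µM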
EBV LMP1 NFkB – reduces LMP1-driven NF-kappaB luciferase signal; LMP1-induced NF-kappaB luciferase reporter cells, luminescence; inhibition, % at 12.5 µM; hit rate 0.69% among 350,000; in the data active = inhibition above about 41%;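 also: 0% = neutral control wells and 100% = reference inhibitor control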
TROY signal inh – TROY signaling inhibition; Q293 LMP1-TROYcd NF-kB luciferase reporter, 4 h; inhibition, % at 10 µM; hit rate 0.98% among 360,000;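 active = compounds whose plate-normalised and pattern-corrected inhibition of the luciferase reporter signal at the single screening dose is 50% or more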
NCOA3 inh – human NCOA3 inhibition; HEK293 GAL4-SRC3 luciferase reporter, luminescence; Q9Y6Q9; hit rate 0.17% among 360,000; inhibition, % at 3.6 µM;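 active = inhibition above a per-campaign cutoff, the mean of all compounds plus 3 SD, cut at about 60% in these data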;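 also: 0% = DMSO-treated cells and 100% = gossypol-treated cells at 36 µM; higher means less SRC3-driven luciferase light from the GAL4 reporter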
LRH-1 inv ag – NR5A2 inverse agonism in reporter assay; HEK293T StAR-luciferase reporter, LRH-1 transfected, 24 h; inhibition, % at 3.6 µM; hit rate 0.13% among 360,000; AID 602396;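 active = inhibition above the mean inhibition of all tested compounds plus 3 SD, cut at about 73% in these data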;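 also: 0% = DMSO wells and 100% = reporter-only cells lacking LRH-1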
NCOA2 inhibitor – inhibits human steroid receptor coactivator 2; Q15596; HEK293 GAL4-SRC2 luciferase reporter, luminescence; inhibition, % at 9 µM; hit rate 0.17% among 370,000;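 active = inhibition above the mean inhibition of all tested compounds plus 3 SD, set per campaign, cut at about 52% in these data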;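 also: 0% = DMSO treated cells and 100% = cells given Gossypol at 36 µM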
KKLEB tox – CF airway cell cytotoxicity counter-screen; KKLEB CF airway cells viability, ATPlite luminescence, overnight; hits give low values; cells stimulated with P. aeruginosa culture filtrate; hit rate 0.36% among 360,000; AID 602141; activity change (cytotoxicity), % at 5 µM;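 active = corrected activity change at or below -50% at 5 µM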
CF NFkB inh – blocks PAF-induced NF-kB reporter in cystic fibrosis cells; KKLEB NF-kB-GFP reporter, GFP fluorescence overnight; inhibition, % at 5 µM; hit rate 0.86% among 360,000; AID 588850;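 active = at least 50% inhibition at 5 µM, scaled per plate between neutral and stimulator controls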;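 also: PAF is a Pseudomonas aeruginosa culture filtrate used as stimulus; plate controls were PAF-stimulated DMSO wells for no effect and unstimulated DMSO wells for full effect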
Numbers without * were called inactive.

cpd	SMILES	C8 TRAIL sens	COUP-TFII inh	TWEAK Fn14 block	SRC1 inh	EBV LMP1 NFkB	TROY signal inh
1	O=C(COc1ccc(Br)cc1)NCC1COc2ccccc2O1 (stereo unspecified)	5.3	-5.2	8.3	-16.1	-2.3	-12.6
2	O=C(COC(=O)c1ccccc1-n1cnnn1)c1ccc(F)c(F)c1	0.8	-17.3	-1.4	-58.8	-27.8	33.8
3	C=CCN(CC(=O)Nc1cccnc1)S(=O)(=O)c1ccc(Cl)cc1	-8.2	-12.6	4.0	-15.7	-5.6	-2.0
4	O=C(CCN1CCN(c2ccccc2)CC1)NNC(=O)Cc1ccccc1Cl	-11.2	-6.0	1.6	-45.9	-4.7	-12.4
5	COC(=O)c1sc(=S)n(-c2ccc(Cl)cc2)c1C	-1.9	-6.1	-13.2	-2.7	2.4	2.8
6	CC(C)CNC(=O)C(=O)NCC1OCCN1S(=O)(=O)c1cccs1 (stereo unspecified)	-4.6	-9.3	1.0	3.2	-2.7	8.9
7	COc1ccc(C)cc1N1CC(C(=O)Nc2ccccc2N2CCCCC2)CC1=O (stereo unspecified)	-1.5	-13.5	-7.4	-13.9	2.4	5.5
8	CCN(CC)S(=O)(=O)c1ccc(N=Nc2cc(C)cc(Br)c2O)cc1	1.4	7.4	-3.1	1.9	3.8	11.1

cpd	NCOA3 inh	LRH-1 inv ag	NCOA2 inhibitor	KKLEB tox	CF NFkB inh
1	-0.5	-23.0	-10.9	3.0	-5.6
2	-44.0	-29.4	-27.2	13.1	1.3
3	7.2	10.4	-12.5	-14.4	-1.4
4	7.0	6.5	7.1	6.3	-8.3
5	-8.0	-7.5	2.4	2.5	6.3
6	-0.8	11.8	20.2	-24.9	21.4
7	4.1	-26.9	-18.6	-45.4	23.0
8	4.4	9.3	-22.1	11.5	-16.0

Next results.
cpd	SMILES	C8 TRAIL sens	COUP-TFII inh	TWEAK Fn14 block	SRC1 inh	EBV LMP1 NFkB	TROY signal inh
9	COc1ccc([N+](=O)[O-])cc1N(CC(O)Cn1nnc2ccccc21)S(=O)(=O)c1ccc(C)cc1 (stereo unspecified)	0.0	-7.4	-28.7	-15.2	-4.1	-14.3
10	Cc1cc(C)n(CCC(=O)N/N=C/c2c(O)ccc3ccccc23)n1	23.3	-17.8	36.0	20.4	55.7*	19.4
11	O=C(CNC(=O)C1COc2ccccc2O1)N/N=C\c1ccc(Cl)cc1 (stereo unspecified)	-21.5	18.3	6.0	7.7	1.5	10.2
12	COc1ccc(/C=N/Nc2nnc(C)n2N)cc1OC(C)=O	-5.8	-15.4	14.5	11.2	-3.7	15.6
13	Cc1ccc(NC(=O)CC2SC(=O)N(c3ccccc3)C2=O)cc1 (stereo unspecified)	7.0	-11.1	-15.0	-22.6	-2.5	-35.1
14	Cc1ncc(CSc2nc3ccccc3[nH]2)c(N)n1	-9.4	5.0	-0.6	2.5	-11.4	7.6
15	O=C(COC(=O)c1cc([N+](=O)[O-])ccc1NCCO)Nc1ccc2c(c1)OCO2	26.8	4.5	18.0	9.1	11.8	2.1
16	OCc1nnn(-c2cccc(C(F)(F)F)c2)c1CO	-5.3	3.8	-0.3	-6.5	3.0	-26.5

cpd	NCOA3 inh	LRH-1 inv ag	NCOA2 inhibitor	KKLEB tox	CF NFkB inh
9	-10.7	-2.3	2.4	-0.1	-5.6
10	20.5	11.6	34.8	0.5	-7.0
11	12.8	-5.0	22.4	-10.9	12.1
12	-19.0	30.0	-7.6	5.7	-6.3
13	-30.0	-24.7	8.0	-2.0	4.7
14	0.0	-15.8	13.8	8.6	-14.5
15	12.5	28.5	-14.5	-9.3	-2.9
16	9.9	-12.2	-19.5	6.7	-0.3

Some of these compounds in order of number of heavy atoms, descending:
cpd	SMILES	C8 TRAIL sens	COUP-TFII inh	TWEAK Fn14 block	SRC1 inh	EBV LMP1 NFkB	TROY signal inh
15	O=C(COC(=O)c1cc([N+](=O)[O-])ccc1NCCO)Nc1ccc2c(c1)OCO2	26.8	4.5	18.0	9.1	11.8	2.1
10	Cc1cc(C)n(CCC(=O)N/N=C/c2c(O)ccc3ccccc23)n1	23.3	-17.8	36.0	20.4	55.7*	19.4
14	Cc1ncc(CSc2nc3ccccc3[nH]2)c(N)n1	-9.4	5.0	-0.6	2.5	-11.4	7.6

cpd	NCOA3 inh	LRH-1 inv ag	NCOA2 inhibitor	KKLEB tox	CF NFkB inh
15	12.5	28.5	-14.5	-9.3	-2.9
10	20.5	11.6	34.8	0.5	-7.0
14	0.0	-15.8	13.8	8.6	-14.5

Remaining list, next part.
cpd	SMILES	C8 TRAIL sens	COUP-TFII inh	TWEAK Fn14 block	SRC1 inh	EBV LMP1 NFkB	TROY signal inh
17	CC(=O)C1=C(C)Nc2ncnn2C1c1ccccc1 (stereo unspecified)	-3.6	-25.0	3.2	10.6	-5.9	2.5
18	Nc1ccc(Oc2cc(N)cc(Oc3ccccc3)c2)cc1	13.4	-24.1	12.9	-88.6	-37.3	-24.7
19	CCN(CC(=O)Nc1c(F)cccc1F)C(=O)C1CCN(S(=O)(=O)c2ccc(F)cc2)CC1	-20.8	-26.4	16.4	-12.7	2.8	-12.5
20	C/C(=N\NC(=O)Cc1ccc(Cl)cc1)c1cccnc1	-6.5	-2.5	-3.5	2.3	2.1	16.0
21	Cc1ccc(C(=O)CSC2=C(C#N)C(c3ccco3)C3=C(CC(C)(C)CC3=O)N2)cc1 (stereo unspecified)	11.2	6.4	5.0	1.3	8.4	1.3

cpd	NCOA3 inh	LRH-1 inv ag	NCOA2 inhibitor	KKLEB tox	CF NFkB inh
17	12.4	4.5	10.1	2.5	13.3
18	-51.5	-9.3	-60.0	-3.6	-3.9
19	12.8	-17.4	3.8	7.6	-5.3
20	-14.2	-4.3	-6.2	3.9	8.6
21	-2.0	-0.9	1.4	6.9	9.6

Arranged by value in SRC1 inh (falling): some entries from above.
nr | smiles | COUP-TFII inh | TWEAK Fn14 block | SRC1 inh | EBV LMP1 NFkB | NCOA3 inh | LRH-1 inv ag | NCOA2 inhibitor | CF NFkB inh
21 | Cc1ccc(C(=O)CSC2=C(C#N)C(c3ccco3)C3=C(CC(C)(C)CC3=O)N2)cc1 (stereo unspecified) | 6.4 | 5.0 | 1.3 | 8.4 | -2.0 | -0.9 | 1.4 | 9.6
5 | COC(=O)c1sc(=S)n(-c2ccc(Cl)cc2)c1C | -6.1 | -13.2 | -2.7 | 2.4 | -8.0 | -7.5 | 2.4 | 6.3
9 | COc1ccc([N+](=O)[O-])cc1N(CC(O)Cn1nnc2ccccc21)S(=O)(=O)c1ccc(C)cc1 (stereo unspecified) | -7.4 | -28.7 | -15.2 | -4.1 | -10.7 | -2.3 | 2.4 | -5.6

Compound activity: PubChem BioAssay, several laboratories
